Screening data: PubChem, National Center for Advancing Translational Sciences (NCATS)
TrxR1 substrate: is turned over as a substrate by rat TrxR1; O89049; purified TrxR1 substrate turnover, NADPH consumption readout; Potency, µM (titrated, usually from 114 µM), inactives show at the top dose activity change, negative = substrate turnover; 0.01% of 390,000 active; also: potency is read from the fitted curve at half-maximal effect; % is scaled to controls: 0 for no effect and ±100 for the full control effect; nearly all actives have a fitted effect of over 50% in size
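Rat TrxR1, dispensed at 90 nM, was prereduced with 400 uM NADPH (final) for 5 min at ~22 deg C, then incubated with compound 15 min before 400 uM selenite. A first-read NADPH fluorescence drop versus no-compound background flagged substrates.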
GLS inh: blocks human kidney-isoform glutaminase activity; O94925; GLS enzymatic activity, qHTS titration; Potency, µM (doses to about 45.5 µM), inactives show at the top dose activity change, negative = inhibition, most hits filed as inhibitors; 0.21% of 410,000 active; also: potency is read from the fitted curve at half-maximal effect; % is scaled to controls: 0 for no effect and ±100 for the full control effect
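Coupled fluorescence readout: glutamate oxidase/HRP/Amplex Red detect glutamate formed by hKGA from L-glutamine (1 mM solution added). Buffer 45 mM KH2PO4 pH 8.2, 0.02% Tween-20; reads at t0 and 30 min RT.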
USP1-UAF1 inh: inhibitors of human USP1/UAF1 deubiquitinase | AID 743255 | 0.23% of 390,000 active | O94782 | recombinant USP1/UAF1, Ub-Rhodamine cleavage fluorescence | Potency, µM (doses to about 57.1 µM), for inactives: top-dose activity change, negative = inhibition, hits mostly inhibitors; also: potency is read from the fitted curve at half-maximal effect; % is scaled to controls: 0 for no effect and ±100 for the full control effect; nearly all actives have a fitted effect of over 60% in size; inactives centre near -12
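USP1/UAF1 complex at 1 nM was preincubated with compound for 15 min at room temperature, then Ub-Rho substrate (150nM final) was added. Fluorescence (480/540 nm) was read kinetically, 6 reads every 60 seconds.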
Tb PGK inh: blocks T. brucei phosphoglycerate kinase; P07378; PGK/GAPDH coupled, Kinase-Glo luminescence, 60 min; Potency, µM (series often up to 57.5 µM), without a hit: top-dose activity change, negative = inhibition, hits mostly inhibitors; 0.043% of 380,000 active; AID 602233; also: potency is read from the fitted curve at half-maximal effect; % is scaled to controls: 0 for no effect and ±100 for the full control effect; nearly all actives have a fitted effect of over 60% in size
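Recombinant glycosomal PGK reaction used 1,3-bisphosphoglycerate generated in-well by GAPDH (100nM final) in 100mM TEA pH 7.6, 5mM MgCl2, 0.01% Tween-20. After 60 minutes at room temperature, ATP was read by Kinase-Glo Plus luminescence end-point.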
Pin1 inhibitor: blocks the human prolyl isomerase Pin1; AID 504891; 0.009% of 390,000 active; Pin1 FP peptide displacement, HiFluor488, 10 min; Potency, µM (doses to about 115 µM), for the others: top-dose activity, negative = inhibition, hits mostly inhibitors; active = well fitted inhibition curve with a large enough effect in the polarisation, with a control signal flat, not every such curve was filed as active; inconclusive = small, poorly fitted or top-dose-only effect, or effect the other way, or a change in a side signal; inactive = no such curve, though single readings can be large or run the other way; the % refers to the polarisation; also: potency is read from the fitted curve at half-maximal effect; % is scaled to controls: 0 for no effect and ±100 for the full control effect
Target sequence (Q13526 whole entry, looked up): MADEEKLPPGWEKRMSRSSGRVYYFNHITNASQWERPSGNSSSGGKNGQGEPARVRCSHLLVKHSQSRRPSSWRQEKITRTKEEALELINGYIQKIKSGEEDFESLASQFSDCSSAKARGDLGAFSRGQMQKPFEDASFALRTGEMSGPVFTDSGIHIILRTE
TrxR1 inh: blocks rat thioredoxin reductase 1; O89049; recombinant rTrxR1, NADPH fluorescence consumption, selenite substrate; Potency, µM (series often up to 114 µM), inactives show at the top dose activity change, negative = inhibition, most hits filed as inhibitors; 1% of 390,000 active; AID 588453; also: potency is read from the fitted curve at half-maximal effect; % is scaled to controls: 0 for no effect and ±100 for the full control effect; nearly all actives have a fitted effect of over 65% in size
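Rat TrxR1 (90 nM in the dispensed reagent) was pre-reduced with 400 uM NADPH for 5 min at room temperature, then incubated with compound for 15 min. After 400 uM selenite was added, NADPH fluorescence (Ex 340/Em 450 nm) was followed for 8 min.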
IDH1 R132H inh: blocks human mutant IDH1 R132H enzyme; IDH1-R132H enzyme, NADPH consumption, diaphorase/resazurin fluorescence; Potency, µM (top dose mostly 76.6 µM), without a hit: top-dose activity change, negative = inhibition, hits mostly inhibitors; 0.093% of 390,000 active; also: potency is read from the fitted curve at half-maximal effect; % is scaled to controls: 0 for no effect and ±100 for the full control effect; nearly all actives have a fitted effect of over 65% in size
Target sequence (O75874 whole entry R132H, stated change not applied): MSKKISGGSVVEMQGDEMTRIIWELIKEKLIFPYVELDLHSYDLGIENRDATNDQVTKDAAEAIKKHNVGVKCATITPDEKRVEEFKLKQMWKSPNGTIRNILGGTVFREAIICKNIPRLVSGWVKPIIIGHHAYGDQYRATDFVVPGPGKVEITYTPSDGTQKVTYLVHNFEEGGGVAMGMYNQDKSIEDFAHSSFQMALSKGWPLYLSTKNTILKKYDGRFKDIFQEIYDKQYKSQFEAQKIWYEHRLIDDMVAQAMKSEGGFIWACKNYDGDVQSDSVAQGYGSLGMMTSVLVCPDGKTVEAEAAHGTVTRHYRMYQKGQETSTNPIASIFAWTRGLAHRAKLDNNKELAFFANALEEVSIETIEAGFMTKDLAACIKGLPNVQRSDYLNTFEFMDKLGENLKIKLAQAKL
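IDH1-R132H (0.5 ug/mL dispensed) in pH 7.5 Tris buffer was preincubated 30 min with compound, then given a substrate mix of 0.016 mM NADPH and 2 mM alpha-KG for 80 min at room temperature; remaining NADPH was read by diaphorase/resazurin fluorescence.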
PI4K2A block: inhibitors of human PI4K2A. Q9BTU6. purified PI4K2A, ADP-Glo luminescence, 1 h; active compounds read low. activity change, negative = inhibition, % at 76.9 µM. 0.13% of 420,000 active. AID 1346378; in the data active = activity change below about -50%; inconclusive = mostly about -30% to -49%;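 also: -100% = wells without enzyme as full effect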
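In this quantitative HTS, ADP production by PI4K2A was quantified luminescently after 1 h at ambient temperature; 100 microM adenosine served as plate-quality control.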
HP1b chromo inh: inhibitors of HP1-beta chromodomain binding to methylated histone tails; P83916; AlphaScreen HP1-beta / biotin-H3K9me3 peptide binding; Potency, µM (doses to about 114 µM), for the others: top-dose activity change, negative = inhibition, actives largely listed as inhibitors; 0.56% of 390,000 active; also: potency is read from the fitted curve at half-maximal effect; nearly all actives have a fitted effect of over 70% in size; inactives centre near 23
Target sequence (P83916 whole entry, looked up): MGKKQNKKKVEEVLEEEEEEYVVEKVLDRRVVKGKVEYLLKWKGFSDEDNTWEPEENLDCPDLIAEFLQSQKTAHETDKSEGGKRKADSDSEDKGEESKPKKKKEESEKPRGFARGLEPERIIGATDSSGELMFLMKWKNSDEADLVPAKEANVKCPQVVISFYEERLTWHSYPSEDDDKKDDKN
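HP1-beta protein (50 nM final) preincubated 30 min at room temperature with biotinylated H3(1-18)K9me3 peptide (50 nM) in PBS pH 7.4, 0.01% Tween-20, then compound added for 30 min. AlphaScreen streptavidin donor/nickel chelate acceptor beads (10 ug/mL final), 30 min dark, luminescence read.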
* hit, by the source's call; i = inactive; u = inconclusive; x = not tested or not shown; & = joins results of further samples; [ ] = another dose, or the depositor's remark. Unless noted, calls follow the shape of the dose curve; as a rule, active = well fitted curve in the direction sought with a large enough effect; inconclusive = small, poorly fitted or top-dose-only effect, or another doubt; inactive = no such curve, though single readings can be large; an effect the other way counts as inactive or inconclusive. This is a subset; count on the stated rates, not on these rows.

no.	compound	Pin1 inhibitor	HP1b chromo inh	USP1-UAF1 inh	Tb PGK inh	PI4K2A block	IDH1 R132H inh	TrxR1 inh	TrxR1 substrate	GLS inh
1	COc1ccc(-c2ccc(C3C4C=CCCC4(C)C(=O)N3Cc3ccccc3)c(F)c2)cc1 (configuration not stated)	3%	33%	x	x	x	x	-10%	-2%	x
2	COc1ccc(Nc2ccnc3ccccc23)cc1	-5%	35%	-1%	3%	-3	1%	-6%[57.1 µM]	-4%[57.1 µM]	4%
3	CN(C)/C=N/S(=O)(=O)c1ccc(Cl)c(Cl)c1	-5%	23%	-23%	7%	5	-2%	10%	5%	0%
4	CC(=O)c1sc(NC(=O)CCCOc2ccccc2C)nc1C	-3%	63%[activator]	-9%	-3%	0	-4%	16%[57.1 µM]	3%[57.1 µM]	-8%
5	O=C1C=C(c2ccccc2Oc2ccccc2)C[C@@H](c2ccc3c(c2)OCO3)C1	10%	27%	-21%	-1%	-4	5%	-10%	0%	0%
6	COc1ccc(N2CCN(C(=O)CCCOc3cc(=O)n(C)c4ccccc34)CC2)cc1	14%	-6%	-14%	-7%	-3	5%	11%[57.1 µM]	11%[57.1 µM]	27%
7	CCN(CCCNC(=O)CSc1cc(=O)n(CC)c2ccccc12)c1cccc(C)c1	u	u	-11%	6%	-8	18%	5%	-9%	33%[activator]
8	Cc1ccc(N2C(=O)Nc3cc(Cl)c(Cl)cc3N2O)cc1Cl	-4%	32%	2%	i	0	4%	16%[57.1 µM]	8%[57.1 µM]	20%
9	O=C(CCCCCn1c(=S)[nH]c2ccccc2c1=O)N1CCOCC1	0%	44%[activator]	-9%	-3%	-2	-3%	-7%	-7%	x
10	Cn1c2ccccc2c(=O)c2c(=O)n(-c3ccc(F)cc3)c(C3CCCCC3)nc21	-4%	92%[activator]	-3%	-5%	-1	-12%	5%	6%	2%
11	Cc1ccc(S(=O)(=O)N2CCN(C(=O)COC(=O)COc3ccccc3C(C)C)CC2)c(C)c1	12%	63%[activator]	-26%	-2%	-2	0%	28%	4%	-5%
12	O=C(COc1ccccc1)Nc1c(C(=O)N2CCC(N3CCCCC3)CC2)oc2ccccc12	0%	8%[57 µM]	-17%	i	10	4%	12%	2%	-2%
13	CCOc1ccc(-n2c(=O)c3c(C)c(C)sc3n(CC(=O)NCCc3ccccc3)c2=O)cc1	-5%	31%	u	x	1	x	26%	8%	-1%
14	Cc1nc(SCc2nc3ccc(Br)cc3[nH]2)c2oc3ccccc3c2n1	u	7%	x	-6%	-7	x	22%[57.1 µM]	5%[57.1 µM]	-2%
15	CNC(=O)c1cc(C(=O)c2ccc(F)cc2C(F)(F)F)c[nH]1	-9%	24%	-9%	i	-2	1%	13%	-5%	-4%
16	Cc1ccc(S(=O)(=O)NNC2CC(=O)N(c3ccc(Br)cc3)C2=O)cc1 (configuration not stated)	8%	9%	-7%	x	-3	8%	22%	-3%	0%
17	C#CCOCCOCCOCCNc1nc(N2CCN(C(=O)C([C@@H](C)CC)n3cc(C(N)CC(C)C)nn3)CC2)nc(N2CCN(C(=O)[C@H](CCC(=O)O)n3cc(C(N)CC(C)C)nn3)CC2)n1 (some centres not stated)	-1%	20%	11%	-1%	-4	-19%	5%[57.1 µM]	0%[57.1 µM]	2%
18	O=C(c1ccc(Cl)cc1)C1CCN(C(=O)c2ccc(F)cc2)CC1	-1%	43%[activator]	-24%	-10%	-2	-2%	11%	-3%	2%
19	CCN(C(=O)COC(=O)CCOc1cccc(C)c1)c1c(N)n(Cc2ccccc2)c(=O)[nH]c1=O	1%	26%	-16%	i	-3	8%	-10%	-10%	-4%
20	COc1ccccc1C(=O)Nc1nnc(-c2ccco2)s1	100%[activator]	32%	-16%	-2%	0	-3%	33%	59%[activator]	u
21	C/C(=N\Nc1ccc(Cl)c(C(=O)O)c1)c1cc2ccccc2o1	-5%	12%	-18%	0%	2	9%	-7%[57.1 µM]	-5%[57.1 µM]	10µM*
22	Cc1ccc(S(=O)(=O)NCC(=O)OC(C)C(=O)NC(=O)NC2CCCCC2)cc1C (configuration not stated)	2%	17%	-14%	-3%	-4	1%	17%	-6%	-3%
23	O=C(CSc1nccc(=O)[nH]1)Nc1cccc(S(=O)(=O)N2CCOCC2)c1	5%	47%[activator]	-22%	4%	2	-5%	32%	3%	0%
24	O=C(N/N=C/c1c(Cl)cccc1Cl)c1ccccc1F	4%	19%	-4%	-4%	6	4%	-8%	1%	-2%
25	Cc1ccc(C(=O)NCC(=O)OCCOc2cccc(Cl)c2)cc1	-2%	97%[activator]	-6%	-4%	3	10%	8%[57.1 µM]	5%[57.1 µM]	-1%
26	Oc1ccc(NCc2ccccc2OCc2ccccc2F)cc1	3%&-23%	u	u	-3%&-15%	u	12%&8%	u	-2%	12%&28%
27	Cc1ccccc1-n1nnnc1SCC(=O)NC1CC1	-1%	-20%	u	-2%	3	-4%	-15%	-9%	-11%
28	Cc1ccccc1C(=O)Nc1ccc(C(=O)N/N=C/c2ccc(O)cc2)cc1	-4%	26%	-17%	4%	1	2%	10%[57.1 µM]	-3%[57.1 µM]	-4%
29	O=C(CCC(=O)N1CCN(c2ccccn2)CC1)Nc1nnc(C(F)(F)F)s1	-3%	52%[activator]	-15%	-10%	0	9%	7%[57.1 µM]	-5%[57.1 µM]	-9%
30	CN1CCN(c2ccc(S(=O)(=O)N3CCOCC3)cc2NC(=O)CCc2ccccc2)CC1	-2%	26%	2%	3%	4	-8%	23%	8%	6%

The closing two records of the part above lead into the next.
no.	compound	Pin1 inhibitor	HP1b chromo inh	USP1-UAF1 inh	Tb PGK inh	PI4K2A block	IDH1 R132H inh	TrxR1 inh	TrxR1 substrate	GLS inh
29	O=C(CCC(=O)N1CCN(c2ccccn2)CC1)Nc1nnc(C(F)(F)F)s1	-3%	52%[activator]	-15%	-10%	0	9%	7%[57.1 µM]	-5%[57.1 µM]	-9%
30	CN1CCN(c2ccc(S(=O)(=O)N3CCOCC3)cc2NC(=O)CCc2ccccc2)CC1	-2%	26%	2%	3%	4	-8%	23%	8%	6%
31	CCN(CC)C(=O)C1CCN(C(=O)c2cnn(-c3ccccc3)c2-n2cccc2)CC1	0%	25%	-2%	10%	-3	0%	0%	4%	3%
32	Cn1c(=O)[nH]c(=O)c2c1nc(N1CCCCCC1)n2CCN1CCCCCC1	-1%	35%[activator]	-6%	1%	0	0%	-10%	-1%	33%[activator]
33	O=c1ccc(Cl)cn1Cc1ccccc1F	4%	45%[activator]	-8%	2%	1	2%	3%	0%	-6%
34	CCC(=O)N1CCc2cc(S(=O)(=O)NC(CC(C)C)C(=O)Nc3cc(C)ccc3OC)ccc21 (configuration not stated)	3%	27%	-4%	-5%	0	-2%	15%	3%	-2%
35	Cc1cccc(C)c1OCC(=O)OC/C(O)=C(\C#N)c1nc2ccccc2[nH]1	u	21%	2%	-3%	1	4%	-12%	-11%	0%
36	Cc1cc(N2CCCc3ccccc32)n2ncnc2n1	-6%	40%[activator]	-6%	11%	-3	1%	-19%[57.1 µM]	-5%[57.1 µM]	-2%
37	O=C(CCC(=O)c1cccs1)Nc1ccccc1F	0%	27%	0%	-3%	0	-2%	2%	-3%	1%
38	COc1ccc(NC(=O)COC(=O)c2cc(Cl)ccc2O)cc1S(=O)(=O)N1CCCCC1	1%	19%	-10%	i	7	1%	7%	-2%	-14%
39	CC1=NN(c2ccccc2)C(=O)C1N=Nc1cccc(O)c1 (configuration not stated)	4%	-16%	-25%	-8%	-20	2%	13%	1%	2%
40	CCOC(CNC(=O)c1ccc2c(c1)ncn2-c1cccc(F)c1)OCC	-4%	35%	-16%	9%	-1	-1%	40%[activator]	11%	-7%
41	CC(C)c1ccc(NC(=O)[C@H]2CSCN2C(=O)[C@@H]2CCC(=O)N2)cc1	-7%	38%	-9%	4%	0	3%	18%	5%	4%
42	OCCCCc1nccc2c1[nH]c1ccccc12	-1%	53%[activator]	-26%	-6%	-1	6%	36%	80%[activator][57.1 µM]	-13%
43	COc1cccc(C(=O)Nc2ccc(Cl)c(C(F)(F)F)c2)c1	-6%	69%[activator]	-28%	1%	0	15%	13%	-3%	4%
44	CC1(c2ccc3ccccc3c2)NC(=O)N(CC(=O)NCc2cccs2)C1=O (configuration not stated)	2%	28%	-19%	0%	0	-2%	14%	2%	0%
45	CCCCn1c(N)c(N(CC)C(=O)c2ccccc2C(F)(F)F)c(=O)[nH]c1=O	-1%	-14%	-11%	1%	-5	-11%	13%	3%	5%
46	Cc1c(-c2cccc(NC(=O)Nc3ccccc3)c2)nc2ncccn12	-1%	21%[57 µM]	-13%	-2%	-2	5%	21%[57.1 µM]	31%[activator][57.1 µM]	4%
47	CC(=O)c1ccc(OCC(=O)N(C2CCCCC2)C2CCS(=O)(=O)C2)cc1 (configuration not stated)	12%	23%	-21%	-1%	-4	3%	-4%	-8%	-1%
48	Cc1cc(C)nc(-n2nc(C)cc2NC(=O)CNC(C)c2ccccc2)n1 (configuration not stated)	3%	48%[activator]	-16%	2%	2	5%	-4%	-5%	-14%
49	O=C(O)COCCN1CCN(C(c2ccccc2)c2ccc(Cl)cc2)CC1 (configuration not stated)	5%	7%	-10%	3%	-7&-2&3	6%	-8%[57.1 µM]	1%[57.1 µM]	18%
50	Cc1ccc(C2(O)C(=O)c3ccccc3C2=O)c(O)c1C	-2%	20%	-21%	-1%	2	4%	34%[57.1 µM]	12%[57.1 µM]	0%
